Screening results: PubChem BioAssay, several laboratories
KCNQ2 inh = KCNQ2 potassium channel inhibitors, primary screen, cell-based, CHO-K1, FluxOR thallium flux, B-score (AID 2156); 1.1% of 310,000 active; 20 min; hits give low values; B-score at 10 µM; Potassium voltage-gated channel subfamily KQT member 2 (Rattus norvegicus), O88943;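 active means fluorescence ratio B-score at most minus 3 library SDs, with starting brightness B-score within 2 library SDs, cut at about -5.5 in these data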
Target sequence (O88943 whole entry, looked up): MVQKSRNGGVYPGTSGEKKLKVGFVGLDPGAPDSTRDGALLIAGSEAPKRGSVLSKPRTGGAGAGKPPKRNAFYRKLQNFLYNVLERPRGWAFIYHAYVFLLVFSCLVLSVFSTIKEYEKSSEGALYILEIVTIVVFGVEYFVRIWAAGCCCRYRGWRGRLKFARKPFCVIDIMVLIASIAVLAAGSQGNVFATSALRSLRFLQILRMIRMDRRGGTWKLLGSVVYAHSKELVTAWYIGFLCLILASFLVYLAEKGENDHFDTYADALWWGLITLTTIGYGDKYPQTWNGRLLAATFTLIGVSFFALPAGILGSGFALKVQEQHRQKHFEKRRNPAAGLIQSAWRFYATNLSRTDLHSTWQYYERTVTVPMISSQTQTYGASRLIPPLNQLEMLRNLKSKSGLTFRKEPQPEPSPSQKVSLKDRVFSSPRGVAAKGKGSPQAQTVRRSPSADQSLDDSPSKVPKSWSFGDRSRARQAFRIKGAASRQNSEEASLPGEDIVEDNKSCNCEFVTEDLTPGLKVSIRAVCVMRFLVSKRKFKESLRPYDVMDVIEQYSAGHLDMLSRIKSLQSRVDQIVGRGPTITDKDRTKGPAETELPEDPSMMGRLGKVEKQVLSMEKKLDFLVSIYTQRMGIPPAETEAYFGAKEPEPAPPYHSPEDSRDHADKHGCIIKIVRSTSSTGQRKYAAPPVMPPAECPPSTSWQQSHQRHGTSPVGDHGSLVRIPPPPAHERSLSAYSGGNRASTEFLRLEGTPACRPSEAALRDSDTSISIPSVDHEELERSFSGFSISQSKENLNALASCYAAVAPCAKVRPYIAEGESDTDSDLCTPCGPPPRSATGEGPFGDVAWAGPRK
OX1R FRET antag = antagonists of human orexin 1 receptor (OX1R); OX1R-expressing cells, FRET antagonist read-out; inhibition, % at 6.6 µM; AID 485270, 2010; 1.8% of 330,000 active; in the data active means inhibition mostly above about 38%, no sharp cut-off; inactive means mostly below about 40%;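 further: 0% = agonist challenge alone and 100% = reference antagonist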
STK33 inh = inhibitors of purified STK33 kinase, primary screen, biochemical, ADP-Glo luminescence, homogeneous, cell-free. inhibition, % at 10 µM. 0.073% of 320,000 active. Serine/threonine-protein kinase 33 (Homo sapiens), Q9BYT3. AID 2661, 2010. MBP phosphorylation;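 active means inhibition at or above 25%, using the most active replicate where run in duplicate; inactive means inhibition below 25%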
* = called active by the depositor; i = inactive; x = not tested or not shown.

SMILES	KCNQ2 inh	OX1R FRET antag	STK33 inh
COc1ccc(N2C(=O)CC(Sc3nc(C)c4c(n3)CCCC4)C2=O)cc1 (stereo not drawn)	i	18	-1.1
COc1cccc(C2N=C(c3ccccc3C)NO2)c1OC (stereo not drawn)	i	24	-2.5
O=[N+]([O-])c1ccc(C(O)C[n+]2ccccc2)cc1 (stereo not drawn)	i	25	-1.7
CC12CCC(=O)N1C(C(=O)NNC(=O)c1ccccc1Cl)CS2 (stereo not drawn)	x	-2	0.7
COc1ccc(C(=O)/C=C/c2ccsc2)cc1CSCC(=O)O	i	14	-2.0
CCCN1CCN(c2nc(-c3cccs3)nc3ccccc23)CC1	i	10	3.7
COc1ccc(C2(C(=O)N3CCOCC3)CCOCC2)cc1OC	i	-5	-2.5
O=C(CSc1ncn[nH]1)Nc1nsc(-c2ccccc2)n1	i	-3	-0.8
CC1Cc2ccccc2N1C(=O)CSc1nnc(-c2ccccc2)c(-c2ccccc2)n1 (stereo not drawn)	i	32	-2.4
COc1ccccc1CN1C(=O)c2ccccc2C1C(=O)NC1CCC(C)CC1 (stereo not drawn)	i	6	-0.1
Cc1ccc(-c2nnc(N3CCN(C(=O)c4cccs4)CC3)c3ccccc23)cc1	i	-5	0.6
CCOC(=O)c1cccc(NC(=O)C2CCCN(S(=O)(=O)c3c(C)n[nH]c3C)C2)c1 (stereo not drawn)	i	26	0.8
COc1ccc(OCCCC(=O)Nc2ccc(S(=O)(=O)N3CCOCC3)cc2)cc1	x	2	-0.4
Cc1ccc(NC(=O)CSc2nnc(C)n2-c2ccccc2)cc1	i	14	2.8
CC(=O)Nc1cccc(NC(=O)c2ccc3c(c2)CCN3S(=O)(=O)c2ccccc2)c1	i	12	0.0
CCOC(=O)C1=C(C)N=c2s/c(=C\c3cccc(OCC(=O)O)c3)c(=O)n2C1c1ccccc1OC (stereo not drawn)	i	12	-0.4
Cn1c(NC(=O)c2cccnc2)nc2ccccc21	i	25	14
Cc1ccc(C(=O)COc2nc(C)cc(C)c2C#N)cc1	i	13	1.2
COC(=O)c1ccc(CN2CCN(CC(C)C)C(CCO)C2)cc1 (stereo not drawn)	i	8	-0.8
COc1ccc(C(C#N)Nc2ccccc2C)cc1 (stereo not drawn)	i	12	-1.0
Cc1cccc(C(=O)OCC(=O)NC(=O)NCc2ccccc2)c1	x	1	1.1
Cn1cnnc1-c1cccc(NS(=O)(=O)c2ccc(N3CCCC3=O)cc2)c1	i	12	-1.2
CCOC(=O)c1ccc(NC(=O)Nc2ncc(Cl)cc2Cl)cc1	i	1	-0.7
Cc1cc(/C(N)=N/OC(=O)Nc2cccc(C(F)(F)F)c2)no1	i	5	-1.4

3 compounds picked at random from those above:
SMILES	KCNQ2 inh	OX1R FRET antag	STK33 inh
Cn1c(NC(=O)c2cccnc2)nc2ccccc21	i	25	14
COc1ccc(C(C#N)Nc2ccccc2C)cc1 (stereo not drawn)	i	12	-1.0
Cc1cc(/C(N)=N/OC(=O)Nc2cccc(C(F)(F)F)c2)no1	i	5	-1.4

Further records:
SMILES	KCNQ2 inh	OX1R FRET antag	STK33 inh
COc1ccc(CN2CCSCC2)c(OC)c1C	i	x	-0.8
O=C(OCc1nc2ccccc2s1)c1ccco1	i	8	0.6
CCOC(=O)CCn1c(=S)n(CCC(=O)OCC)c2ccccc21	i	11	0.6
O=C(CN(Cc1ccccc1)S(=O)(=O)c1ccc2c(c1)OCCO2)N/N=C/c1cccc(Br)c1	i	18	-0.4
CCNC(=S)NS(=O)(=O)c1ccc(CC)cc1	i	1	-1.3
COc1ccc(Nc2nc(N)nc(CSC(=S)N3CCOCC3)n2)cc1	i	0	0.2
OCC1(CCOc2ccccc2)CCN(Cc2ccccc2C(F)(F)F)CC1	i	10	1.0
CCc1nc2ccccc2n1CCC(C)C	i	10	-0.6
O=C(CSc1nc(-c2ccccc2)c(-c2ccccc2)[nH]1)NCCN1C(=O)CSC1=O	i	12	0.8
CCC(=O)N(NC1=NS(=O)(=O)c2ccccc21)S(=O)(=O)c1ccc(C)cc1	i	17	-0.4
Cc1cccc(Nc2nc(N)c([N+](=O)[O-])c(N3CC(C)OC(C)C3)n2)c1 (stereo not drawn)	i	14	3.1
Cc1ccccc1Cn1c(CN2CCN(C(=O)c3ccco3)CC2)nc2c1c(=O)n(C)c(=O)n2C	i	3	-1.1
Cc1ccccc1N(Cc1cc(=O)[nH]c2ccccc12)C(=O)CCl	i	-4	-1.7
CCCSc1nsc(SCCC)c1C(N)=O	i	1	0.2
Cc1csc(NC(=O)C(C)Oc2ccc(Cl)cc2C)n1 (stereo not drawn)	x	4	-1.1
CCC(Cc1ccccc1)NS(=O)(=O)c1c(C)nc2scc(C)n2c1=O (stereo not drawn)	i	13	-0.4
C=CCc1cc(C)ccc1OCC(O)CN1CCN(c2ccccc2)CC1 (stereo not drawn)	i	5	-1.0
CCOc1ccc(N(CC(=O)NC2CCCCC2)C(=O)CCCC(=O)Nc2ccccn2)cc1	i	9	0.1
COc1ccc(-c2cc(C(F)(F)F)nc(SCCC(=O)N3CCCC3)n2)cc1	i	13	0.7
Cc1ccc(-c2nnc3n2N=C(c2ccccc2Br)CS3)cc1	i	12	-1.1
Cc1c(CCOC(=O)CC23CC4CC(CC(C)(C4)C2)C3)sc[n+]1Cc1ccc([N+](=O)[O-])cc1	i	12	1.8
Cc1cccc(OCc2nc(-c3cccnc3)no2)c1	i	21	-1.3
CCn1c(SCC(=O)Nc2nc(C)cs2)nnc1-c1cccnc1	i	10	0.1
OC(CNCc1ccccc1)COCc1ccc(Cl)cc1 (stereo not drawn)	i	12	-2.0
CN(C)CCCNC(=O)c1cc(C(=O)Cc2ccc(Cl)cc2)c[nH]1	i	-3	-2.4
C=CCn1ccc2c([N+](=O)[O-])cccc2c1=O	i	32	-0.2
Cc1cnc(CNC(=O)c2ccc3oc(Cc4ccc(Cl)cc4)nc3c2)cn1	i	12	-0.8
COc1cc(Nc2ccccn2)cc(C(=O)Nc2cccc(C(F)(F)F)c2)c1	i	13	-0.5
COCCNC(=O)c1cn(Cc2c(F)cccc2Cl)nn1	i	7	-1.3
COc1cc(S(=O)(=O)Nc2ccc(C(=O)NCC(=O)O)cc2)ccc1NC(C)=O	i	11	0.1
CCOC(=O)NC(Nc1nnc(C)s1)(C(=O)OCC)C(F)(F)F (stereo not drawn)	i	15	-0.4
CC(C)(C)c1ccc(C(=O)NCCCNC(=O)c2ccccn2)cc1	i	7	-0.3
NS(=O)(=O)c1ccc(N2CCN(CCOc3ccc(Cl)cc3)CC2)nc1	i	11	0.0
Cc1ccccc1S(=O)(=O)NCC1CCCO1 (stereo not drawn)	i	5	-0.7
COc1ccc(-n2nnnc2CNC(=O)c2ccc(S(=O)(=O)N3CCOCC3)cc2)cc1	i	11	-0.9
CC(C)(C)C(=O)Nc1ccc2c(c1)OCCOCCOc1cc(NC(=O)C(C)(C)C)ccc1OCCOCCO2	i	13	-3.0
COc1ccc(C2=CSC3=NCCN23)cc1Cl	i	12	-1.4
COC(=O)CN1C(=S)N(c2ccc(Cl)cc2)C(=O)C1CC(=O)Nc1ccc(Cl)cc1 (stereo not drawn)	i	10	-1.2
Cc1ccc(-c2cc(C(=O)NC3=NCCS3)c3cc(Br)ccc3n2)o1	-6.3*	24	-0.5
COc1ccc(-n2nnc3c(=O)n(CC(=O)OCc4ccccc4)cnc32)cc1	i	9	-1.5
c1ccc(Oc2ccc3ccccc3n2)cc1	i	20	-1.2
COCCCN1C(=O)c2ccc(C(=O)N3CCN(c4ccccc4OC)CC3)cc2C1=O	i	18	6.0
COc1cc(NC(=O)CCS(=O)(=O)c2ccc3nc(C)sc3c2)cc(OC)c1OC	i	18	0.7
O=C(Cn1cc(C(F)(F)F)ccc1=O)Nc1ccccc1	i	0	-0.7
CCOC(=O)C1C(=O)C(C(=O)OCC)C(c2cccnc2)NC1c1cccnc1 (stereo not drawn)	i	9	-1.0
COc1ccc(C2/C=C\CN(CC3CC3)CC(=O)N2Cc2ccc(F)cc2)cc1 (stereo not drawn)	i	38	1.3
N#CCCN(Cc1cccnc1)C(=S)NC(=O)c1ccc(S(=O)(=O)N2CCCC2)cc1	i	23	-1.8
O=C(NCc1cccc(C(F)(F)F)c1)c1cc(Cl)cc(Cl)c1	i	42*	0.3

Entries of single compounds, quoted from the list. Order of values: KCNQ2 inh | OX1R FRET antag | STK33 inh
COc1ccc(C(C#N)Nc2ccccc2C)cc1 (stereo not drawn) as listed: i | 12 | -1.0
Cc1cccc(C(=O)OCC(=O)NC(=O)NCc2ccccc2)c1 as listed: x | 1 | 1.1
COc1ccc(C2(C(=O)N3CCOCC3)CCOCC2)cc1OC as listed: i | -5 | -2.5

Remaining list, next part.
SMILES	KCNQ2 inh	OX1R FRET antag	STK33 inh
COc1ccc(C(=O)NCc2ccccc2OC)cc1	i	-1	-1.4
CCCCn1nnc(NC(=S)NC(=O)c2ccc(OCC)c([N+](=O)[O-])c2)n1	i	40	-2.7
CCN(CC(=O)Nc1ccc(C(C)=O)cc1)CC(=O)Nc1ccccc1C(F)(F)F	i	22	-0.1
CCN(CC(=O)NC(=O)NCc1ccccc1)Cc1ccccc1	i	9	0.6
CC1(C)Oc2ccc3ccc(=O)oc3c2C(/C=N/O)C1=O (stereo not drawn)	i	14	0.9
CCOC(=O)C1C2C=CC3(CN(Cc4cccs4)C(=O)C13)O2 (stereo not drawn)	i	3	0.7
CCN(CC)S(=O)(=O)c1cc([N+](=O)[O-])ccc1N=Nc1c(O)n(C)c2ccccc12	i	14	-2.6
O=Cc1c(Cl)cccc1Cl	x	1	0.9
Nc1ccc(C(=O)N/N=C/c2cn(Cc3cccc(F)c3)c3ccccc23)cc1	i	x	0.0
COc1ccc(/C=C2\CCn3c2nc2cc(C(=O)O)ccc2c3=O)cc1	i	12	0.2
CSCC[C@H](NC(=O)Nc1cccc(C(F)(F)F)c1)C(=O)O	i	8	-0.5
c1ccc(-c2sc3ccccc3c2-c2ccc(OCCN3CCCC3)cc2)cc1	x	4	-0.9
COc1ccc([C@@H]2Sc3ccccc3N(CCN(C)C)C(=O)[C@@H]2OC(C)=O)cc1	i	5	-0.5
O=C1OC(Oc2ccccc2)(c2ccccc2)c2ccccc21 (stereo not drawn)	i	22	0.1
CC(=O)n1cc(/C=C2/N=C(c3ccccc3)OC2=O)c2ccccc21	i	19	-0.5
O=C(OCc1cc(Cl)ccc1OC(F)F)c1cccnc1	i	15	-1.3
COc1ccc2[nH]c3c(c2c1)CCN1C(=O)N([C@@H](C)C(=O)NC2CC2)C(=O)[C@]31C	i	7	-0.6
COc1ccc(C(=O)Nc2cc(C(C)=O)c(/C=C/N(C)C)oc2=O)cc1	i	13	-1.3
Cc1cccc2cc(C#N)c(NCCNS(=O)(=O)c3ccccc3)nc12	i	58*	0.3
O=[N+]([O-])c1cc(S(=O)(=O)Nc2cccc(C(F)(F)F)c2)ccc1-n1nnc2ccccc21	i	88*	-1.3
COC(=O)NCc1ccc(S(=O)(=O)N2CCOCC2)cc1	i	3	0.4
CN(Cc1cn(C)nc1-c1cccc(Cl)c1)CC1CCCCO1 (stereo not drawn)	i	24	-1.7
COCC(C)N=C1NN=C(c2cc(C)n(Cc3ccccc3Cl)c2C)CS1 (stereo not drawn)	i	20	2.7
CCCCN(C)CCC(=O)Nc1ccc(Cl)cc1	i	3	-0.7
COC(=O)Nc1ccc(S(=O)(=O)Nc2ccc(O)cc2)cc1	i	9	-0.3
CCOCCOC(=O)CCSc1n[nH]c(=O)[nH]c1=O	i	2	-0.3
Cc1nccn1CCCNC(=O)CC1C(=O)NCCN1Cc1ccccc1C(F)(F)F (stereo not drawn)	i	8	-0.8
CN(C)C1=NC(=O)/C(=C/c2ccc(-c3ccc(S(N)(=O)=O)cc3)o2)S1	i	25	4.0
O=C(c1cc(Br)ccc1OC(F)F)N1CCN2CCCC2C1 (stereo not drawn)	x	-1	0.2
CCOP(=O)(c1ccccc1)C1(C#N)CCCC1 (stereo not drawn)	i	13	-0.8
CC(=O)c1ccc(NC(=O)C2=CC(c3cccs3)=NS(=O)(=O)N2C)cc1	i	23	1.4
CNC(=O)CN1C(=O)C2C3C=CC(C3)C2C1=O (stereo not drawn)	i	8	-0.1
COc1ccc(OC)c(-c2nnc(SCC(=O)N3CCOCC3)o2)c1	i	14	-2.5
COc1cc(C(c2c(C)[nH][nH]c2=O)c2c(C)[nH][nH]c2=O)ccc1OC(C)C	i	9	0.8
O=C(Cc1cccs1)N1CCN(c2cccc(Cl)c2)CC1	i	8	-0.1
CC1CCN(C(=O)COC(=O)C2CCN(S(=O)(=O)c3ccc4c(c3)OCCO4)CC2)CC1	i	6	-0.4
O=C(O)CCC(=O)NNc1ncnc2ccccc12	i	19	-1.2
S=C(NCC1CCCO1)Nc1cccc(Cl)c1 (stereo not drawn)	i	8	-0.2

Entries from the list above that contain a furan ring, fused or not, in the order listed:
SMILES	KCNQ2 inh	OX1R FRET antag	STK33 inh
O=C(OCc1nc2ccccc2s1)c1ccco1	i	8	0.6
Cc1ccccc1Cn1c(CN2CCN(C(=O)c3ccco3)CC2)nc2c1c(=O)n(C)c(=O)n2C	i	3	-1.1
Cc1ccc(-c2cc(C(=O)NC3=NCCS3)c3cc(Br)ccc3n2)o1	-6.3*	24	-0.5
CN(C)C1=NC(=O)/C(=C/c2ccc(-c3ccc(S(N)(=O)=O)cc3)o2)S1	i	25	4.0
